AmpC detergent – qHTS Inhibitors of AmpC Beta-Lactamase (assay with detergent) | AmpC hydrolysis of nitrocefin, absorbance 480 nm, 0.01% Triton | actives 0.041% (n = 370,000) | Potency, µM (titrated, usually from 114 µM), without a hit: at the top dose activity change, negative = inhibition, usual class: inhibitors; active = well fitted inhibition curve with a large enough effect; inconclusive = small, poorly fitted or top-dose-only effect;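 note: potency is the fitted concentration of half-maximal effect; 0% = no-compound wells and -100% = no-enzyme wells; nearly all actives have a fitted effect of over 25% in size; some results filed as inactive show a strong effect at the top dose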
Target sequence (P00811 whole entry, looked up): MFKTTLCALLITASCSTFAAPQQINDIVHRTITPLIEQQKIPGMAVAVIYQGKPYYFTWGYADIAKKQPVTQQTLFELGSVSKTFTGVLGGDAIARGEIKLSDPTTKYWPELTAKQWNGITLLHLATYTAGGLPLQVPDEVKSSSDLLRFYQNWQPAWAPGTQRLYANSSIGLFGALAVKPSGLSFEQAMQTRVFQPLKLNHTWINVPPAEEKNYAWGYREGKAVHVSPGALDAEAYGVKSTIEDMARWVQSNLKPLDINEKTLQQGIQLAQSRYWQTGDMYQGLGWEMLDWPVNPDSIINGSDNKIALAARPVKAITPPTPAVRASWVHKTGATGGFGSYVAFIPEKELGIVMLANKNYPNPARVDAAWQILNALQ
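AmpC (5.3 nM in the dispensed reagent) in 20 mM phosphate pH 7.0 with 0.01% (detergent screen) or 0.0001% Triton X-100 was preincubated with compounds for 15 min at room temperature. Nitrocefin was then added from an 800 uM solution, and hydrolysis was followed at 480 nm.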
HCMV inh – qHTS Assay for inhibitors of the human cytomegalovirus (HCMV). AID 1259415, 2018. HFF cells, HCMV-luciferase reporter, 72 h; stronger effect = lower value. activity change, negative = inhibition, % at 57.5 µM. actives 4.5% (n = 410,000); in the data active = activity change below about -60%; inconclusive = no clear call, values can overlap the other calls; inactive = above about -39%
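Two-dose cell screen: HFF monolayers treated with compounds and infected with luciferase-expressing HCMV at 1 PFU/cell, 72 h at 37C, then lysed for luciferase measurement.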
Active calls of the source: *; u = inconclusive. Unless noted, % is set by controls: 0 for no effect and ±100 for the full control effect. Only part of the results is shown; rates above refer to the full screens.

Each structure is followed by: AmpC detergent | HCMV inh
[1] COc1ccc(C2C=C(c3ccccc3)Nc3nc(NS(=O)(=O)c4ccc(C)cc4)nn32)cc1 (stereo not given)
 : -14% | 15
[2] Cc1c(CC(=O)N2CCCCC2)c(=O)oc2cc3occ(C(C)(C)C)c3cc12
 : -4% | -2
[3] COc1ccc(CCNc2nccn(-c3ccc(C)c(C)c3)c2=O)cc1OC
 : 5% | -35
[4] O=C(NCc1ccc(F)cc1)c1ccc(CS(=O)(=O)c2ccc(Cl)cc2)o1
 : -1% | 0
[5] Cc1ccc(NC(=O)Cn2cc(C(=O)c3ccco3)c3ccccc32)cc1
 : 13% | u
[6] COc1ccc(CCNc2ncnc3c2cnn3-c2cccc(Cl)c2)cc1
 : 18% | -17
[7] CC(C)CC1N=C2c3ccccc3N=C(SCC(=O)NCCc3ccc(Cl)cc3)N2C1=O (stereo not given)
 : 15% | 2
[8] COc1ccc(CCNC(=O)c2ccc3c(c2)N(Cc2c(F)cccc2Cl)C(=O)CS3)cc1OC
 : -2% | u
[9] COc1ccccc1C1C=C(c2ccc(Cl)cc2)Nc2nc(-c3ccc(Cl)cc3)nn21 (stereo not given)
 : 14% | -78*
[10] Clc1ccccc1CSc1nnc(C2CCNCC2)o1
 : 22% | -14
[11] Cc1cccc(NC(=O)CSc2nnc(N)s2)c1
 : 12% | -8
[12] COc1ccc(Cn2cc(C(=O)c3ccc(C)c(C)c3)c(=O)c3ccccc32)cc1
 : 10% | u
[13] COc1ccc(OC)c(CCNC(=O)c2cnn(-c3ccccc3)c2-n2cccc2)c1
 : 6% | -90*
[14] Cc1cccc(OCC(=O)Nc2nc3c(s2)CC(C(C)(C)C)CC3)c1C (stereo not given)
 : -10% | 8
[15] O=C(Nc1nnc(N2CCCCCC2)s1)Nc1cc(F)ccc1F
 : -5% | 28
[16] C[C@@H](NC(=O)CN(c1ccccc1)S(=O)(=O)N(C)C)c1ccccc1
 : 28% | -105*
[17] COCCNC(=O)c1nn(-c2ccc(C)cc2)c(=O)c2c1c1ccccc1n2C
 : -1% | -5
[18] Cc1ccc(NC(=O)Cn2c(=O)ccc3cc(S(=O)(=O)N4CCC(C)CC4)ccc32)cc1Cl
 : 4% | -16
[19] COc1ccccc1CNc1nc2nc(C)c(Cl)c(C)n2n1
 : -1% | 6
[20] COc1ccc(CCNC(=O)c2c(O)nc3c(C)cccn3c2=O)cc1OC
 : 19% | -9
[21] O=S(=O)(c1ccc(Cl)cc1)c1nnn2c1nc(NC1CCCCC1)c1sccc12
 : -9% | -26
[22] COc1ccccc1NC(=O)C1=C(C)Nc2ncnn2C1c1ccccn1 (stereo not given)
 : 15% | 10
[23] CCn1cc(C(=O)NCc2ccc(F)cc2)c(=O)c2cc(S(=O)(=O)N(C)C)ccc21
 : 0% | -1
[24] COc1ccc(-n2ccn(CC(=O)Nc3ccc(C)cc3C)c(=O)c2=O)cc1
 : 25% | -24
[25] O=C(CSc1ncc(CO)n1Cc1ccccc1)Nc1nc2ccccc2s1
 : -4% | -16
[26] CCOC(=O)c1ccc(NC(=O)CSc2nnc3c4ccccc4n(CC)c3n2)cc1
 : -3% | 8
[27] COCCn1c(SCC(=O)c2ccc(F)cc2)nc2cc(C(=O)NC3CCCC3)ccc2c1=O
 : 2% | 5
[28] Cc1ccc(C)c(S(=O)(=O)c2cn(C)c3cc(N4CCCCC4C)c(F)cc3c2=O)c1 (stereo not given)
 : 16% | -15
[29] COc1ccc(NC(=O)CN2C(=O)C3(SCC(=O)N3c3cccc(OC)c3)c3ccccc32)cc1 (stereo not given)
 : 4% | 16
[30] CCn1cc(C(=O)NCCc2ccc(C)cc2)c(=O)c2cc(S(=O)(=O)N3CCC(C)CC3)ccc21
 : -4% | 10

Pulled by structure from the entries so far, five records:
Each structure is followed by: AmpC detergent | HCMV inh
[23] CCn1cc(C(=O)NCc2ccc(F)cc2)c(=O)c2cc(S(=O)(=O)N(C)C)ccc21
 : 0% | -1
[21] O=S(=O)(c1ccc(Cl)cc1)c1nnn2c1nc(NC1CCCCC1)c1sccc12
 : -9% | -26
[26] CCOC(=O)c1ccc(NC(=O)CSc2nnc3c4ccccc4n(CC)c3n2)cc1
 : -3% | 8
[30] CCn1cc(C(=O)NCCc2ccc(C)cc2)c(=O)c2cc(S(=O)(=O)N3CCC(C)CC3)ccc21
 : -4% | 10
[28] Cc1ccc(C)c(S(=O)(=O)c2cn(C)c3cc(N4CCCCC4C)c(F)cc3c2=O)c1 (stereo not given)
 : 16% | -15

Continuation.
Each structure is followed by: AmpC detergent | HCMV inh
[31] Cc1ccc2nc(-c3ccsc3)c(Nc3ccc(Cl)cc3)n2c1
 : -4% | 5
[32] O=C(CCn1c(=O)c2cccn2c2cccnc21)NCc1ccc(Cl)cc1
 : -6% | -34
[33] Cc1cccc2nc(-c3cccc(NS(=O)(=O)c4ccccc4)c3)cn12
 : 3% | -31
[34] Cc1nc2nc(NC(=O)c3ccccc3F)[nH]n2c(=O)c1Cl
 : 20% | 72
[35] CCc1cccc(N2C(=O)N(Cc3c(F)cccc3Cl)c3ccccc3S2(=O)=O)c1
 : 2% | 7
[36] O=C(O)Cc1ccc(NC2(c3ccccc3)C(=O)c3ccccc3C2=O)cc1
 : 19% | 8
[37] CCNc1sc(S(C)(=O)=O)nc1S(=O)(=O)c1ccc(C)cc1
 : 2% | 18
[38] COc1cccc(NC(=O)c2cccn(Cc3ccccc3C)c2=O)c1
 : 2% | 5
[39] Cc1cc(C)n(-c2nc3cc(Cl)ccc3nc2Nc2ccc(CC(=O)O)cc2)n1
 : 15% | 2
[40] CC1CCN(S(=O)(=O)c2ccc3c(c2)N(CC(=O)NCc2ccccc2Cl)C(=O)CO3)CC1
 : 9% | 16
[41] Cc1ccc(NC(=O)c2cccc(NC(=O)N3CCSc4ncccc43)c2)cc1F
 : 18% | 0
[42] O=C(CCc1ccccc1)NCc1ccc2c(c1)CCN2C(=O)c1ccc(Cl)cc1
 : 5% | 26
[43] Cn1c(=O)c2c(nc(SCC(=O)Nc3ccccc3)n2Cc2ccccc2F)n(C)c1=O
 : 1% | 4
[44] O=C(Nc1cc(-c2nc3ccccc3o2)ccc1Cl)c1ccc(Br)o1
 : 9% | 85
[45] O=C(NCCc1ccccc1)C1(c2cccs2)CCOCC1
 : 3% | 12
[46] O=c1c2cc3c(cc2nc2sc(Nc4ccccc4)nn12)OCO3
 : 6% | 30
[47] CC1=C(C(=O)Nc2ccccc2)C(c2ccncc2)n2nc(SCc3ccccc3F)nc2N1 (stereo not given)
 : 5% | 3
[48] Cc1ccc(N2CC(NC(=O)c3cc4ccccc4o3)CC2=O)cc1C (stereo not given)
 : -2% | 68
[49] Cc1ccccc1OCc1nc2c3cnn(-c4cccc(F)c4)c3ncn2n1
 : 12% | 27
[50] Cc1nn(-c2ccccc2)c2sc(C(=O)Nc3cccc(Br)c3)cc12
 : 12% | u
[51] COc1ccc(CCNC(=O)c2c3c(nc4ccccc24)C(=O)N(C2CCCCC2)C3)cc1OC
 : 0% | -6
[52] COc1ccccc1Nc1nn2c(=O)c3ccc(C(=O)NCCC4=CCCCC4)cc3nc2s1
 : 23% | -106*
[53] COc1ccc(NC(=O)CSc2nnc(-c3nonc3NC(C)=O)n2-c2ccccc2)cc1
 : -2% | 2
[54] COc1ccc(NC(=O)CCc2c(C)nc3c(c2C)c(=O)n(C)c(=O)n3C)cc1OC
 : 10% | 1
[55] CCc1ccc(NC(=O)c2sc3nc(C)c(C(=O)Nc4ccc(C)cc4C)c(-c4ccco4)c3c2N)cc1
 : -1% | -20
[56] Cc1ccc(C)c(N2CCN(c3nc4ccccc4c4nc(CCn5nc(C)cc5C)nn34)CC2)c1
 : 26% | -30
[57] Cc1c(NC(=O)c2cc3ccccc3o2)cccc1-c1nc2ccccc2o1
 : 5% | -25
[58] O=C(Nc1ccc2nc(SCC(=O)N3CCCC3)sc2c1)c1ccccc1
 : -7% | 46
[59] Cc1c(CNC(C)CCc2ccccc2)c(C(=O)O)c(C)n1Cc1ccc(F)cc1Cl (stereo not given)
 : 17% | 103
[60] Cc1ccc(NC(=O)c2c(N3CCCC3=O)c3cc(C)ccc3n2C)c(C)c1
 : 24% | 8

Ordered by formula weight (descending): part of the list above
Each structure is followed by: AmpC detergent | HCMV inh
[56] Cc1ccc(C)c(N2CCN(c3nc4ccccc4c4nc(CCn5nc(C)cc5C)nn34)CC2)c1
 : 26% | -30
[51] COc1ccc(CCNC(=O)c2c3c(nc4ccccc24)C(=O)N(C2CCCCC2)C3)cc1OC
 : 0% | -6
[54] COc1ccc(NC(=O)CCc2c(C)nc3c(c2C)c(=O)n(C)c(=O)n3C)cc1OC
 : 10% | 1
[60] Cc1ccc(NC(=O)c2c(N3CCCC3=O)c3cc(C)ccc3n2C)c(C)c1
 : 24% | 8

(continued)
Each structure is followed by: AmpC detergent | HCMV inh
[61] Cn1c(SCC(=O)c2ccc(F)cc2)nnc1-c1ccccc1Br
 : -2% | -16
[62] COc1ccc(C)cc1NC(=O)C1CCN(S(=O)(=O)c2cc(Br)cc3c2N(C(C)=O)CC3)CC1
 : -6% | 11
[63] CCOc1ccc(CC(=O)Nc2ccc3nc(N4CCCCC4)cc(C)c3c2)cc1OCC
 : 1% | 38
[64] CCCC1=Nc2cc(C(=O)NCCc3ccc(OCC)cc3)ccc2Sc2ccccc21
 : 11% | u
[65] CC1CCCN(S(=O)(=O)c2cc(C(=O)NCc3ccccc3Cl)n(C)c2)C1 (stereo not given)
 : 0% | 15
[66] COc1cc(C2CC(=O)Nc3c2c(=O)n(C)c2ncnn32)cc(OC)c1OC (stereo not given)
 : 4% | 6
[67] CN(Cc1ccccc1)S(=O)(=O)c1ccc(F)c(C(=O)Nc2cc(Cl)cc(Cl)c2)c1
 : 9% | -15
[68] CCn1c(C(=O)NCCc2ccc(S(N)(=O)=O)cc2)cc2sc(Cl)cc21
 : 2% | -22
[69] CCc1ccc(CNC(=O)C2COc3ccc(OC)cc3C2)cc1 (stereo not given)
 : -4% | 6
[70] COc1ccccc1CNC(=O)CCc1c(C)nn(-c2ccc(N3CCOCC3)nn2)c1C
 : 20% | 2
[71] COc1ccccc1N1CCN(c2csc3ccc(Cl)cc3c2=O)CC1
 : 3% | 13
[72] Cc1ccc(N2CCN(C(=O)c3c(C)oc4nc(C)nc(N5CCCC5)c34)CC2)c(C)c1
 : 17% | 10
[73] CCCC(O)c1nc2ccccc2n1CCCOc1ccc(Cl)cc1 (stereo not given)
 : 22% | -76*
[74] CCOc1ccc(OCC)c(NC(=O)Cn2ncc3c4ccccc4n(Cc4ccccc4)c3c2=O)c1
 : 17% | -12
[75] Cn1c(=O)c2nc(SCC(=O)Nc3cc(Cl)ccc3Cl)n(C)c2n(C)c1=O
 : 2% | 3
[76] N#Cc1ccc(NC(=O)COCc2cc(-c3ccc4c(c3)OCO4)on2)cc1
 : -6% | 9
[77] Cn1c(=O)c2c(nc(SCC(=O)Nc3ccc(F)cc3)n2Cc2ccccc2)n(C)c1=O
 : 17% | 5
[78] COC(=O)c1ccccc1NC(=O)CCc1c(C)nc2c(c(C)nn2-c2ccccc2)c1C
 : 16% | 10
[79] Cc1nc(N2CCOCC2)c2c(C(=O)N(C)Cc3ccccc3)c(C)oc2n1
 : 23% | 1
[80] CN(c1ncnc2onc(-c3cccc(Cl)c3)c12)C1CCCCC1
 : 7% | -14
[81] CCOC(=O)Cn1c(C2CC(=O)N(c3ccc(C)cc3)C2)nc2ccccc21 (stereo not given)
 : -4% | -2
[82] COc1ccc(-c2cn3nc(N4CCC(C(=O)Nc5cccc(Cl)c5)CC4)sc3n2)cc1
 : 2% | 17

Some of the entries so far, field by field:
#82 COc1ccc(-c2cn3nc(N4CCC(C(=O)Nc5cccc(Cl)c5)CC4)sc3n2)cc1
  AmpC detergent: 2%
  HCMV inh: 17

#71 COc1ccccc1N1CCN(c2csc3ccc(Cl)cc3c2=O)CC1
  AmpC detergent: 3%
  HCMV inh: 13
